IP6K1 inh = IP6K1 kinase inhibition; Q92551; IP6K1 kinase, ADP-Glo luminescence, 2 h; stronger effect = lower value; activity change, % (series mostly up to about 58 µM); actives 0.81% (n = 140,000); AID 1645851; in the data active = activity change below about -25%
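ADP-Glo luminescence measures ADP made by human IP6K1 during a 2 h RT reaction with ATP/IP6 (mix at 1.3 mM/130 uM); top library doses 57.5 and 19.1 uM final.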
GPT2 inhibitor = inhibitors of human GPT2 alanine aminotransferase; actives 0.25% (n = 100,000); Potency, µM (titrated, usually from 57.7 µM), inactives show top-dose activity change, negative = inhibition, usual class: inhibitors; AID 1671188; Recombinant GPT2, coupled pyruvate oxidase/HRP Amplex Red fluorescence; also: potency is read from the fitted curve at half-maximal effect; nearly all actives have a fitted effect of over 60% in size; many of its hits are not listed in these tables
Target sequence (Q8TD30 whole entry, looked up): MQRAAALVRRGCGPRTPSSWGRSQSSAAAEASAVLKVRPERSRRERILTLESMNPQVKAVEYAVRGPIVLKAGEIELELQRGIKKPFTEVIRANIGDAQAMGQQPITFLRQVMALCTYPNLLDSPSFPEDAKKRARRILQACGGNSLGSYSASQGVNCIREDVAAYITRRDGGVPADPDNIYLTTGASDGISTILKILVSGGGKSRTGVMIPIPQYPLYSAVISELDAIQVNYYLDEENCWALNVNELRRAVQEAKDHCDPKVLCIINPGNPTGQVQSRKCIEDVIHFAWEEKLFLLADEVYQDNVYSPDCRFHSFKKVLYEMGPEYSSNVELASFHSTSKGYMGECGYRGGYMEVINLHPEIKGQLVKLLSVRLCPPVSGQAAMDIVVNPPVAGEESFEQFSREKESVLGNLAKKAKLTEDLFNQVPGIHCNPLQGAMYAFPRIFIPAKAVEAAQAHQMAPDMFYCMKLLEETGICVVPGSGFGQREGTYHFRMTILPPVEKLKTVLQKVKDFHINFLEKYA
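Fluorescence read-out: pyruvate from GPT2 turnover coupled to pyruvate oxidase, HRP and Amplex Red (0.2mM ThPP, 0.2U/mL PO and HRP, 50uM Amplex final). Substrates 250uM a-KG, 2mM L-alanine; enzyme 10ng/uL; 30 min RT.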
HEK cytotox = HEK 293 cell cytotoxicity | HEK 293 viability, ATP luminescence (CellTiter-Glo), 48-72 h | AID 1345083 | actives 6.6% (n = 94,000) | Potency, µM (titrated, usually from 115 µM), for the others: top-dose activity change, negative = cytotoxicity, usual class: inhibitors; also: potency is read from the fitted curve at half-maximal effect; nearly all actives have a fitted effect of over 60% in size
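HEK 293 seeded at 250 cells/well receive compound via pintool. After 48 or 72 hr at 37 degree Celsius, 5% CO2 and 95% humidity, CellTiter-Glo is dispensed and luminescence read following 10 min at room temperature.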
NIH3T3 tox = cytotoxic compounds in NIH 3T3 cells; Potency, µM (top dose mostly 96.7 µM), for the others: at the top dose activity change, negative = cytotoxicity, actives largely listed as inhibitors; NIH 3T3 viability, CellTiter-Glo ATP luminescence, 48-72 h; AID 1345082; actives 4.3% (n = 94,000); also: potency is read from the fitted curve at half-maximal effect; nearly all actives have a fitted effect of over 55% in size
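ATP-dependent luminescence (CellTiter-Glo) served as the viability signal for NIH 3T3 cells treated with compound for 48 or 72 hr at 37 °C.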
HEK293 viab = counter-screen for SNCA expression inhibitors: cell viability. HEK-293-SNCA-luc viability, GF-AFC fluorescence, 24 h. Potency, µM (highest dose often 57.1 µM), for inactives: at the top dose activity change, negative = cytotoxicity, usual class: cytotoxic. actives 0.12% (n = 150,000). AID 1671193;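 also: potency is read from the fitted curve at half-maximal effect; 0% = DMSO-treated cells and -100% = medium-only wells without cells; nearly all actives have a fitted effect of over 30% in size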
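Cytotoxicity counterscreen: after 24 h compound treatment of genome-edited SNCA-luciferase HEK-293 cells, live-cell protease substrate GF-AFC read by fluorescence after 30 min; activity scaled between DMSO (0%) and medium-only (-100%), curves Hill-fitted.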
FLuc inh = inhibitors of firefly (Photinus pyralis) luciferase; P08659; purified P. pyralis luciferase, luminescence, biochemical; actives 2.5% (n = 76,000); Potency, µM (highest dose often 115 µM), for the others: at the top dose activity change, negative = inhibition, most hits filed as inhibitors; also: potency is read from the fitted curve at half-maximal effect; nearly all actives have a fitted effect of over 65% in size
Target sequence (P08659 whole entry, looked up): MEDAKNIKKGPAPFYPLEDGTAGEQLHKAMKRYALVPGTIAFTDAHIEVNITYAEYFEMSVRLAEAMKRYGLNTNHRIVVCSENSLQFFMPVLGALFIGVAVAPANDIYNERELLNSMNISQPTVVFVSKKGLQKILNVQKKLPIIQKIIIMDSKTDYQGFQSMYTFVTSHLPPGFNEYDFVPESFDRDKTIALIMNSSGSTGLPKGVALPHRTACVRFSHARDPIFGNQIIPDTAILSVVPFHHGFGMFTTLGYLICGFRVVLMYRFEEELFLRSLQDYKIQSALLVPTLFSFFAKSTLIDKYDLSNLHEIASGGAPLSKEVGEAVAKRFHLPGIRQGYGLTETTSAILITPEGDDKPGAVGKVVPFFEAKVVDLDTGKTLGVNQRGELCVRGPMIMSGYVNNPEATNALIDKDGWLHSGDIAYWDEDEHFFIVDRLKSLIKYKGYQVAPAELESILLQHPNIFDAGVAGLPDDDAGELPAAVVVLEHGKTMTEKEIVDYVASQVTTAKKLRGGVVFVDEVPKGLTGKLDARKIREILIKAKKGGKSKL
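Biochemical qHTS: compound (6-point titration) added to 10uM D-luciferin plus 10uM ATP in Tris acetate pH 7.5 buffer with Mg, Tween-20 and BSA, then purified enzyme at 10nM; light output imaged.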
SNCA expr inh = inhibitors of alpha-synuclein (SNCA) gene expression; HEK-293 SNCA-luciferase knock-in, luminescence, 24 h; Potency, µM (titrated, usually from 57.2 µM), for the others: at the highest dose activity change, negative = inhibition, most hits filed as inhibitors; actives 0.17% (n = 140,000); AID 1671194;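 also: potency is read from the fitted curve at half-maximal effect; plate controls were DMSO cells for no effect and cell-free wells for full effect; nearly all actives have a fitted effect of over 45% in size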
An asterisk follows results filed as active; i = inactive; ? = inconclusive; nt = not tested or not shown; [ ] = another dose, or the depositor's remark. Unless noted, calls follow the shape of the dose curve; as a rule, active = well fitted curve in the direction sought with a large enough effect; inconclusive = small, poorly fitted or top-dose-only effect, or another doubt; inactive = no such curve, though single readings can be large; an effect the other way counts as inactive or inconclusive. Unless noted, % is scaled to controls: 0 for no effect and ±100 for the full control effect. An unsorted share of the library; overall some 7.8% were active at least once.

Start of the data: the first two entries (preview)
SMILES | IP6K1 inh | GPT2 inhibitor | HEK cytotox | NIH3T3 tox | HEK293 viab | FLuc inh | SNCA expr inh
O=C(NCc1ccc(Cl)cc1)C1CCC(CNS(=O)(=O)c2ccccc2)CC1 (centres undefined) | 30 | nt | nt | nt | 0% | nt | -21%
CCN1CC(c2ccccc2)CC2(CCN(c3cc(N)ncn3)CC2)C1 (centres undefined) | 8 | 1% | ? | ? | -9% | 0% | ?

Results, previewed entries included:
SMILES | IP6K1 inh | GPT2 inhibitor | HEK cytotox | NIH3T3 tox | HEK293 viab | FLuc inh | SNCA expr inh
O=C(NCc1ccc(Cl)cc1)C1CCC(CNS(=O)(=O)c2ccccc2)CC1 (centres undefined) | 30 | nt | nt | nt | 0% | nt | -21%
CCN1CC(c2ccccc2)CC2(CCN(c3cc(N)ncn3)CC2)C1 (centres undefined) | 8 | 1% | ? | ? | -9% | 0% | ?
Cc1ccnn1CC(=O)NCc1cccnc1Oc1cccc(C(F)(F)F)c1 | 1 | -10% | ? | -31% | -15% | 1% | -8%
Cc1cc(CNC(=O)[C@@H]2CCC[C@@H](NCc3cccnc3)CN(C)C(=O)C2)no1 | -6 | -6%[88.5 µM] | -20%[172 µM] | -11%[174 µM] | -1%[87.6 µM] | 6%[172 µM] | 20%[87.6 µM]
Cc1cnc(CCNS(=O)(=O)c2cccc(F)c2)n1Cc1ccccc1 | 9 | 4% | ? | ? | 0% | nt | 15%
COc1ccc(NC(=O)c2c(C)oc3ccc(O)c(CN4CCCCCC4)c23)cc1Cl | 24 | nt | nt | nt | -25% | nt | -9%
COCCN1C[C@H]2COc3ccc(C)cc3[C@H]2N(C(=O)CC(C)(C)C)CCC1=O | 7 | nt | 5% | ? | nt | nt | nt
COc1ccccc1NC(=O)c1cc(S(=O)(=O)N2CCN(c3ccccc3Cl)CC2)ccc1F | -11 | nt | nt | nt | 6% | nt | -2%
COc1ccc2c(c1)Cc1sc(NC(=O)c3ccccc3Br)nc1-2 | -14 | nt | nt | nt | -12% | nt | 13%
CCC(C)NC(=O)C(NC(=O)c1ccc(OC)cc1)C1CCN(C(=O)c2ccccc2C)CC1 (centres undefined) | -1 | i | 0% | -12% | -15% | -2% | -26%
CCn1c(SCC(=O)Nc2ccc(C)c(C)c2)nnc1-c1nonc1NC(C)=O | 21 | nt | nt | nt | -1% | nt | 21%
COc1ccc(C2(C(=O)N3CCCC(c4nc(-c5ccccc5)no4)CCNC(=O)CC3)CC2)cc1 (centres undefined) | 24 | i | ? | ? | -10% | 1% | -2%
CC(C)c1ccc(S(=O)(=O)c2nnn3c2nc(N2CCCC2)c2sccc23)cc1 | 6 | nt | nt | nt | -1% | nt | -4%
Cc1noc([C@@H]2CN(C(=O)c3cn[nH]c3)C[C@H]2C(N)=O)n1 | 6 | -7% | -1% | -10% | 8% | -2% | 14%
CC(C)NC(=O)c1cc(-c2ccc(C(F)(F)F)cc2)nc2c1cnn2C | -12 | nt | ? | ? | nt | nt | nt
CCOc1cc(=O)n2c(c1C(=O)Nc1ccc(C)cc1F)CCCC2 | 5 | 4% | 11% | -6% | -2% | -1% | -8%
COc1ccccc1NC(=O)c1cc2c(=O)oc3ccc(C)cc3c2s1 | 20 | nt | nt | nt | 0% | nt | 21%
COc1ccc(OC)c(/C=C(\C#N)c2nc(-c3ccc(F)cc3)cs2)c1 | -8 | nt | nt | nt | ? | nt | -10%
O=C(C1CCN([S+](=O)([O-])c2cccc(C(F)(F)F)c2)CC1)N1CCC(c2nc3ccncc3[nH]2)C1 (centres undefined) | -1 | i | -7% | -3% | -5% | nt | 16%
O=C(c1ccc(Oc2ccccc2)cc1)N1CCc2c(n(Cc3cccnc3)n(-c3ccccc3)c2=O)C1 | 5 | 1% | -23% | ? | -11% | 9% | 0%
COc1ccccc1CNC(=O)[C@@H]1Cc2cn(C)c3cccc(c23)[C@H](CC(C)C)N1 | -5 | ? | 45µM* | 50µM* | ? | -3%[172 µM] | ?
CS(=O)(=O)N1Cc2ccccc2CC2(CCCCN2Cc2cccnc2)C1 (centres undefined) | -10 | -2% | -16% | i | 8% | nt | 5%
Cc1ccc(C(=O)NCc2nnc3cc(-c4nc(C5CC5)no4)ccn23)cc1 | -2 | i | 3% | 3% | -3% | 3% | -6%
COCCCNC(=O)C1CCCN1Cc1cccc(-c2cccc(OC)c2)c1 (centres undefined) | -13 | -3% | ? | ? | -7% | nt | 116%[activator]
Cc1ccc(-c2onc(C)c2C)cc1S(=O)(=O)N1CCN(c2ccccc2F)CC1 | 6 | nt | nt | nt | -16% | nt | ?
(cont.)
SMILES | IP6K1 inh | GPT2 inhibitor | HEK cytotox | NIH3T3 tox | HEK293 viab | FLuc inh | SNCA expr inh
CCCCNC(=O)[C@@H](c1ccccc1)N1Cc2ccccc2C1=O | 9 | nt | nt | nt | 1% | nt | ?
CCCCCCSc1nnc2c(n1)OC(C)Nc1ccc(Br)cc1-2 (centres undefined) | -17 | nt | nt | nt | -5% | nt | 15%
CCC(C)(C)C(=O)N1CCn2c(nnc2[C@@H]2C[C@@H](O)CN2Cc2ccccc2)C1 | 19 | -7% | -28% | -19% | -3%[12.5 µM] | -2% | ?
CC1=C(C(=O)Nc2ccccc2)C(c2ccc(C(=O)O)cc2)n2nc(SCC(=O)c3ccc(C)cc3)nc2N1 (centres undefined) | 12 | nt | nt | nt | -23% | nt | 8%
NC(=O)[C@@H]1C[C@H](Oc2cccnc2)CN1S(=O)(=O)Cc1ccccc1F | 8 | i | 2% | -11% | -10% | -5% | -1%
O=c1cc(-c2ccccc2)nc(SCc2nc(-c3ccccc3Cl)no2)[nH]1 | 0 | nt | nt | nt | -5% | nt | -5%
O=c1c2c(n(Cc3cccnc3)n1-c1ccccc1)CN(CC1CC1)CC2 | 22 | i | -21%[172 µM] | 28µM* | 6%[87.6 µM] | 5%[172 µM] | ?
CC(=O)C1=CCC2C3CCC4CC(O[C@@H]5O[C@H](CO)[C@@H](O[C@@H]6O[C@@H](C)[C@H](O)[C@@H](O)[C@H]6O)[C@H](O)[C@H]5O[C@@H]5O[C@H](CO)[C@@H](O)[C@H](O)[C@H]5O)CCC4(C)C3CCC12C (some centres undefined) | -5 | 5%[17.1 µM] | nt | nt | -11%[23.9 µM] | nt | nt
O=C(NCc1nc(-c2ccccc2)no1)c1ccco1 | -12 | nt | nt | nt | 7% | nt | 33%[activator]
COc1ccc(C(CC(=O)N(C)Cc2ncc(C)[nH]2)c2ccccc2)cc1 (centres undefined) | -2 | 1% | -28% | ? | 6% | -8% | ?
CCOC(=O)c1cn(C2CN(S(=O)(=O)c3cccc(Cl)c3)C2)nn1 | 33 | -2% | ? | -9% | -6% | 6% | ?
Cc1cc(F)ccc1NC(=O)c1cc(-c2ccc[nH]2)n[nH]1 | -6 | 0% | ? | -18% | 3% | 40µM* | 105%[activator]
O=C(c1ccoc1)N1CCN2CCS(=O)(=O)N(C3CC3)C(=O)C2C1 (centres undefined) | 3 | ? | -4% | -16% | -3% | -6% | -9%
O=C(c1cccnc1)N1CC[C@H](c2nnc(Cc3ccccc3)o2)C1 | -6 | -5%[88.5 µM] | -2%[172 µM] | -1%[174 µM] | 2%[87.6 µM] | 0%[172 µM] | 2%[87.6 µM]
CC(C)CC(=O)NCCC1CCN(C(=O)Nc2ccc(F)cc2F)CC1 | 5 | i | 7% | i | 8% | -4% | -1%
CN(Cc1ccccc1)c1ncccc1CNC(=O)c1ccnn1C | 5 | i | ? | -24% | 2% | -8% | 35%[activator]
COc1cccc(C(=O)NCCNC(=O)c2cccc(-c3ccc(SC)cc3)c2)c1 | 2 | i | ? | -11% | 1%[12.5 µM] | nt | 25%
CN(CC1(C)CCOCC1)C(=O)NC1CCCC1 | 19 | 2% | -4% | 3% | -6% | -10% | 2%
Cc1sc2cc(C(=O)O)[nH]c2c1CN1CCCCC1 | -4 | i | 11% | i | -6% | 4% | 39%[activator]
O=C(Nc1ccccc1)N1CCN(c2nccc(Nc3ccccc3F)n2)CC1 | -1 | i | ? | 45µM* | -18%[12.5 µM] | nt | -23%
CCn1cc(S(=O)(=O)c2cc(C)cc(C)c2)c(=O)c2cc(F)c(N3CCOCC3)cc21 | -5 | nt | nt | nt | -16% | nt | 2%
O=C(Cc1csc(-c2ccccc2)n1)N1CCCC(c2ccn[nH]2)C1 (centres undefined) | 19 | -1% | -25% | ? | -1% | -1% | 28%
COC(=O)CNC(=O)C1CCCN(Cc2cccc(-c3ccccc3OC)c2)C1 (centres undefined) | -12 | 1% | -26% | ? | 4% | nt | 2%
Cc1ccc(-c2cn[nH]c2C2CCCN(C(=O)CN3CCOCC3)C2)cc1 (centres undefined) | -13 | i | -7% | 2% | -23% | 2% | -13%
COCCn1c(=O)c(C(=O)N2CCN(C(=O)Cc3ccc(F)cc3)CC2)nc2cccnc21 | -4 | -5% | i | i | 9% | nt | -2%

Record cards, as listed above.
CN(Cc1ccccc1)c1ncccc1CNC(=O)c1ccnn1C in the list: IP6K1 inh: 5; GPT2 inhibitor: i; HEK cytotox: ?; NIH3T3 tox: -24%; HEK293 viab: 2%; FLuc inh: -8%; SNCA expr inh: 35%[activator]
CC1=C(C(=O)Nc2ccccc2)C(c2ccc(C(=O)O)cc2)n2nc(SCC(=O)c3ccc(C)cc3)nc2N1 (centres undefined) in the list: IP6K1 inh: 12; GPT2 inhibitor: nt; HEK cytotox: nt; NIH3T3 tox: nt; HEK293 viab: -23%; FLuc inh: nt; SNCA expr inh: 8%

Other compounds follow.
SMILES | IP6K1 inh | GPT2 inhibitor | HEK cytotox | NIH3T3 tox | HEK293 viab | FLuc inh | SNCA expr inh
COc1ccc(CNC(=O)C2CCN(c3cc(C(F)(F)F)nc(C)n3)CC2)c(OC)c1 | -1 | 4% | -3% | ? | 0% | 3% | 34%[activator]
CC1CCN(c2nc3c(S(=O)(=O)c4cccc(Cl)c4)nnn3c3ccsc23)CC1 | -3 | nt | nt | nt | 4% | nt | 4%
COc1ccc(-c2noc(-c3ccc(N4CCN(c5ccccc5OC)CC4)c([N+](=O)[O-])c3)n2)cc1 | -2 | nt | nt | nt | 1% | nt | 15%
CCN1C(=O)CN(C(=O)c2ccco2)CC12CCOCC2 | -18 | i | i | -6% | -1% | 5% | -17%
CC1(c2ccccc2)N(Cc2ncccn2)C(=O)OC12CCN(Cc1ccc(F)cc1)CC2 (centres undefined) | -10 | i | ? | -14% | 5% | -9% | 10%
CCOc1cc(=O)n2c(c1C(=O)NC1CCc3ccccc31)CCCCC2 (centres undefined) | 12 | i | -8% | -9% | 3% | -8% | 17%
CCOc1cc(=O)n2c(c1C(=O)Nc1cc(C)ccc1OC)CCCC2 | 6 | -8% | ? | ? | -8% | 3% | ?
COc1ccc(Nc2ccnc(N3CCC(C(=O)N(C)C)CC3)n2)cc1 | 0 | 1% | ? | -29% | 6%[12.5 µM] | nt | ?
CCN(Cc1ccccc1)C(=O)[C@@H]1CCC(=O)N[C@@H]1COC | 2 | i | i | -11% | 0% | -2% | -16%

Bioassay records as filed in PubChem.
